Screening results deposited in PubChem by The Scripps Research Institute Molecular Screening Center.
CHRM5 PAM: human M5 muscarinic receptor positive allosteric modulators, primary screen, CHO-K1 cells, Fluo-8 calcium fluorescence. CHO-K1 hM5, ACh EC20 PAM; 0% = ACh EC20, 100% = ACh EC100. activation, % at 3 µM. 360,000 compounds, 0.3% hits. AID 624038, 2012;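 active = activation above the run cutoff, the mean activation of all test compounds plus 3 SD, cut at about 18% in these data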
Target sequence (P08912 whole entry, looked up): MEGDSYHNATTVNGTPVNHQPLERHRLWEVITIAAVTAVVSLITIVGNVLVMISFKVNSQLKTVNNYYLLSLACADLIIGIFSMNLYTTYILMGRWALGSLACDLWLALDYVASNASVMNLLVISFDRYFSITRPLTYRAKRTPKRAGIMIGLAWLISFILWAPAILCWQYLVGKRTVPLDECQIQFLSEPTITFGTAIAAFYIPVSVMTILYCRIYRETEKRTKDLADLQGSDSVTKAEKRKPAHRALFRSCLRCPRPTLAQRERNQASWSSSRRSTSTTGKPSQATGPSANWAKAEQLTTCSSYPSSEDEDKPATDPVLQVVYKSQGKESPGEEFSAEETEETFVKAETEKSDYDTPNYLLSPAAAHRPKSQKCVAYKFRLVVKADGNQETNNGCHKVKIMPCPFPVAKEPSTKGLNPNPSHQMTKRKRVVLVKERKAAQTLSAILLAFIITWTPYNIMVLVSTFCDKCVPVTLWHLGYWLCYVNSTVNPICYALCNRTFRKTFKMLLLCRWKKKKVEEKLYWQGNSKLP
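Replicates: One well per compound, no replicates | System: Human M5 receptor in CHO-K1 cells | Benchmarks: Low control EC20 acetylcholine (0%), high control EC100 acetylcholine (100%) | Probe or stimulus: Acetylcholine, EC20 level | Times: Fluo-8 loading 80 min at 37 °C plus 30 min room temperature | Signal: Intracellular calcium via Fluo-8 fluorescence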
M5 antag: human M5 muscarinic receptor antagonists, primary screen, CHO cells, Fluo-8 calcium fluorescence; Muscarinic acetylcholine receptor M5 (Homo sapiens), P08912; inhibition, % at 3 µM; CHO-hM5 cells, ACh EC80; 360,000 compounds, 0.59% hits; AID 624040, 2012;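 active = inhibition above a per-plate cutoff, the mean of that plate's test compounds plus 3 SD, cut at about 27% in these data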;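 also: 0% = acetylcholine EC80 with DMSO and 100% = DMSO without agonist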
M4 antag: human M4 muscarinic receptor antagonists, primary screen, CHO cells, Fluo-8 calcium fluorescence | Muscarinic acetylcholine receptor M4 (Homo sapiens), P08173 | CHO-hM4 cells, ACh EC80 | inhibition, % at 3 µM | 360,000 compounds, 0.73% hits | AID 624125, 2012;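 active = inhibition above its plate's cutoff, the mean inhibition of sample wells plus 3 SD, cut at about 27% in these data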;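 also: 0% = acetylcholine EC80 with DMSO and 100% = DMSO without agonist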
Target sequence (P08173 whole entry, looked up): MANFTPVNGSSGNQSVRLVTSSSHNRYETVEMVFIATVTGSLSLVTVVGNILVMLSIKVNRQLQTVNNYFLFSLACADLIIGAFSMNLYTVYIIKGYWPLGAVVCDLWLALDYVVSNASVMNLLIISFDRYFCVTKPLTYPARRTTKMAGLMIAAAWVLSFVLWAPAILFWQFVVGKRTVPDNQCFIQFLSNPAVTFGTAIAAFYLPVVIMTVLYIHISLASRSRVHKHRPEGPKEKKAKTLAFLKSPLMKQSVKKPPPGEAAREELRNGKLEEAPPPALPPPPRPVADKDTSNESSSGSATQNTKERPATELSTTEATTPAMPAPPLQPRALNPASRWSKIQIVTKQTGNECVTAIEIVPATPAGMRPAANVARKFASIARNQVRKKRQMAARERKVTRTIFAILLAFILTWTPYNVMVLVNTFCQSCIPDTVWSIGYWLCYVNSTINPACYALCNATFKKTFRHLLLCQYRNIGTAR
M4 ag: human M4 muscarinic receptor agonists, primary screen, CHO-K1 cells, Fluo-8 calcium fluorescence; AID 624127, 2012; CHO-K1 hM4/Gqi5; vehicle 0%, full acetylcholine response 100%; Muscarinic acetylcholine receptor M4 (Homo sapiens), P08173; 360,000 compounds, 0.14% hits; activation, % at 3 µM;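 active = activation above the run mean over all test wells plus 3 SD, cut at about 32% in these data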;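 also: peak over basal fluorescence ratio per well then scaled between controls; 0% = DMSO wells and 100% = acetylcholine at EC100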
CHO-K1 Ca antag: nonselective inhibitor or artifact in parental CHO-K1 cells | inhibition, % at 3 µM | ATP-induced calcium, Fluo-8 fluorescence | AID 602250 | 360,000 compounds, 0.6% hits;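 active = inhibition above a per-plate cutoff, the plate's mean sample inhibition plus 3 SD, cut at about 24% in these data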;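 also: 0% = DMSO plus EC80 ATP and 100% = DMSO alone without ATP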
M1 ag parental: counter-screen for M1 agonists: effect in parental CHO-K1 cells | Fluo-8 calcium fluorescence; scaled to maximal ATP response, vehicle zero | activation, % at 3 µM | 360,000 compounds, 0.48% hits; in the data active = activation above about 15%;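 also: untransfected CHO-K1 host cells lacking M1 receptor as counterscreen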
M1 PAM parental: nonselective calcium activators in parental CHO-K1 cells, primary screen, counter-screen for M1 PAM project, cell-based, Fluo-8 calcium fluorescence, full deck, 1536-well; ATP EC20; 0% at ATP EC20, 100% at ATP max; activation, % at 3 µM; 360,000 compounds, 0.02% hits; AID 602247, 2012;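 active = activation above the run cutoff, the mean activation of all test compounds plus 3 SD, cut at about 40% in these data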;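 also: peak over basal fluorescence ratio in a 140 s read after ATP addition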
M5 ag: human M5 muscarinic receptor agonists, primary screen, CHO-K1 cells, Fluo-8 calcium fluorescence; Muscarinic acetylcholine receptor M5 (Homo sapiens), P08912; CHO-K1 hM5 cells; 0% DMSO wells, 100% maximal acetylcholine response; activation, % at 3 µM; 360,000 compounds, 0.19% hits;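 active = activation above the run's mean over test compounds plus 3 SD, cut at about 23% in these data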;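 also: signal is peak over basal fluorescence ratio across the kinetic read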
M4 PAM: human M4 muscarinic receptor positive allosteric modulators, primary screen, CHO-K1 cells, Fluo-8 calcium fluorescence | Muscarinic acetylcholine receptor M4 (Homo sapiens), P08173 | CHO-K1 hM4/Gqi5, ACh EC20; 0% = ACh EC20, 100% = maximal ACh | activation, % at 3 µM | 360,000 compounds, 0.4% hits | AID 624126, 2012;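 active = activation above its plate's cutoff, the mean activation of sample wells plus 3 SD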; also: some results filed as inactive read as strong as hits
An asterisk follows results filed as active.

SMILES	CHRM5 PAM	M5 antag	M4 antag	M4 ag	CHO-K1 Ca antag	M1 ag parental	M1 PAM parental	M5 ag	M4 PAM
O=C(COc1ccc2ccccc2c1)N1CCN(c2ccccc2O)CC1	-3.4	-1.2	12.6	0.7	23.7*	0.5	-6.1	3.2	-3.8
Cc1n[nH]c(=O)n1-c1ccc(OCc2ccccc2)cc1	-4.1	1.1	-8.0	1.4	-21.2	0.8	10.6	-1.5	3.4
CCCCOC(=O)C1CCC[C@@H](C)N1 (stereo partly specified)	4.6	-2.1	-10.2	1.0	-11.1	0.3	26.4	-4.9	3.0
Nc1nc(-c2ccccc2)c(-c2ccc([N+](=O)[O-])cc2)s1	-7.3	7.5	-5.1	19.2	4.0	9.5	19.8	5.0	-10.9
Cn1c(COc2ccc3ccccc3c2)nnc1SCC(=O)OC1CCCCC1	-6.2	4.6	-10.6	6.0	-0.5	1.8	2.1	0.4	-2.0
Cc1noc(C)c1S(=O)(=O)N(CC(=O)NCc1ccc(Cl)cc1)c1ccc2c(c1)OCO2	-4.3	5.0	2.4	-0.4	20.4	-0.4	-11.2	-1.3	-5.7
CCn1c(=O)c2cc(C(=O)Nc3ccc(OC)cc3OC)sc2c2ccccc21	1.0	2.6	-1.3	0.3	-14.2	0.8	21.2	-1.7	-3.1
COCCNC(=O)Cn1c(=O)n(C)c2ccccc21	2.7	-2.6	3.2	0.0	12.7	0.7	-4.1	1.9	-5.5
CCn1c(CC(=O)Nc2ccccc2)n[nH]c1=S	1.3	6.8	2.3	4.0	-6.5	2.4	1.9	3.0	-4.1
CCN(CC)S(=O)(=O)c1ccc2[nH]cc(C(=O)NC3CC3)c(=O)c2c1	-4.3	5.8	-6.7	1.4	-11.1	0.7	0.0	-4.2	-2.0
CC(=O)Nc1ccc(S(=O)(=O)N2CCC(C(=O)NCCC(=O)NCc3ccccc3)CC2)cc1	3.9	-5.2	-6.9	0.8	-6.8	1.9	20.2	-4.8	3.6
COc1ccc(CCNC(=O)c2ccc3c(c2)NC(=O)CS3)cc1OC	-5.9	13.7	-1.3	3.1	-2.1	1.5	-0.8	-1.5	-3.1
CCC1(c2ccc(F)cc2)NC(=O)N(CC(=O)N2CCN(S(=O)(=O)c3ccc(C)cc3C)CC2)C1=O (stereo unspecified)	-6.7	8.4	-3.7	3.5	-12.4	2.7	13.1	-1.0	1.5
COc1ccc(CNC(=O)CC(NC(N)=O)c2ccccc2Cl)cc1OC (stereo unspecified)	-3.9	16.1	7.8	0.2	-10.2	1.7	-5.9	-1.0	-4.0
COc1ccc(C(N)c2csc(Nc3cc(Oc4ccccc4)ncn3)n2)cc1 (stereo unspecified)	-18.5	29.5*	41.4*	28.6	-7.1	11.4	15.7	2.8	-14.3
CCN(CC)c1nc(C)c(C(C)=O)cc1C#N	1.2	13.1	5.0	1.2	4.4	0.0	-2.6	-2.6	10.9
Cc1ccc(C)c(NC(=O)CNS(=O)(=O)c2ccccc2)c1	2.8	-1.0	4.7	0.0	5.7	-0.5	2.9	3.3	12.0
CC12CN3CC(C)(CN(C1)C3c1ccc(F)cc1)C2 (stereo unspecified)	7.1	7.1	12.4	0.0	-11.3	0.2	11.2	-2.1	5.4
Cc1ccccc1/C=N\NC(=O)c1ccccc1-n1cccc1	-0.8	5.5	-1.1	-0.3	11.2	0.3	-12.6	-1.1	-0.4
Cc1ccccc1C(=O)N1CCC(C(=O)Nc2cccc(F)c2)CC1	-4.3	-3.0	3.0	4.7	8.1	0.7	-1.2	1.3	5.4

Ordered by value in M5 ag (rising): 3 from the list above.
structure	CHRM5 PAM	M5 antag	M4 antag	M4 ag	M5 ag	M4 PAM
COc1ccc(CCNC(=O)c2ccc3c(c2)NC(=O)CS3)cc1OC	-5.9	13.7	-1.3	3.1	-1.5	-3.1
Cc1ccccc1/C=N\NC(=O)c1ccccc1-n1cccc1	-0.8	5.5	-1.1	-0.3	-1.1	-0.4
CCC1(c2ccc(F)cc2)NC(=O)N(CC(=O)N2CCN(S(=O)(=O)c3ccc(C)cc3C)CC2)C1=O (stereo unspecified)	-6.7	8.4	-3.7	3.5	-1.0	1.5

Returning to the listing, repeating the 2 entries before the break.
SMILES	CHRM5 PAM	M5 antag	M4 antag	M4 ag	CHO-K1 Ca antag	M1 ag parental	M1 PAM parental	M5 ag	M4 PAM
Cc1ccccc1/C=N\NC(=O)c1ccccc1-n1cccc1	-0.8	5.5	-1.1	-0.3	11.2	0.3	-12.6	-1.1	-0.4
Cc1ccccc1C(=O)N1CCC(C(=O)Nc2cccc(F)c2)CC1	-4.3	-3.0	3.0	4.7	8.1	0.7	-1.2	1.3	5.4
O=C(COc1ccc(Br)cc1)NNC(=O)Cc1ccc(S(=O)(=O)N2CCOCC2)s1	5.8	0.0	-11.8	3.7	-16.5	1.4	8.3	2.6	6.7
CC(=O)Nc1ccc(NC(=O)C(C)OC(=O)CC23CC4CC(CC(Br)(C4)C2)C3)cc1 (stereo unspecified)	9.6	2.2	-8.0	0.1	-8.9	0.4	-6.7	1.4	6.2
COC(=O)c1ccc(NC(=O)c2ccccc2C(=O)Nc2ccc(C(=O)OC)cc2)cc1	1.2	-5.5	-5.0	2.1	-10.0	1.1	1.2	-2.9	-6.9
CCN1CCN(C(=O)CCc2ccc(S(=O)(=O)NCCc3ccccc3)cc2)CC1	-1.1	-3.6	2.7	0.7	-14.0	1.1	20.8	-5.4	8.5
CCOC(=O)C1CCCN(CCC(=O)Nc2ccc(F)c(F)c2)C1 (stereo unspecified)	-0.6	6.1	4.5	2.0	-13.4	0.7	-2.5	-3.3	-5.0
Cc1c(C(=O)/C=C/N(C)C)nnn1-c1ccc(Cl)c(Cl)c1	0.1	7.8	-0.3	1.1	12.7	0.0	-16.1	1.7	1.2
COc1ccc(OC)c(CNC(=O)C2CCN(C(=O)N(C)C)CC2)c1	-2.9	6.7	-7.1	0.4	-14.6	-0.3	6.7	0.5	1.9
COc1cc(C(=O)NC2CCN(CC(=O)NC3CCCCC3C)CC2)cc(OC)c1OC (stereo unspecified)	3.1	8.3	4.3	1.1	-10.8	0.8	10.6	-1.4	-0.8
O=C(NNc1nc2c(F)cccc2s1)c1ccc(F)cc1	3.4	2.3	1.9	4.4	-8.5	1.7	10.4	6.8	-0.7
CCOc1cc(/C=N/Nc2ccc(C(=O)O)cc2)ccc1OC(=O)c1ccccc1C	0.1	4.1	-4.3	-0.3	-13.3	2.0	23.5	0.6	-3.4
CS(=O)(=O)c1ccc(Cl)c(NC(=O)CNC(=O)c2ccc3c(c2)OCO3)c1	-7.1	20.0	-10.7	0.7	-7.4	0.7	7.4	-4.5	2.8
O=c1c2ccc([N+](=O)[O-])cc2ncn1CCOc1ccccc1	-21.6	12.3	7.5	20.5	4.0	6.5	-1.0	-0.7	-19.9
O=C(Cn1nnc2ccccc2c1=O)N1CCOCC1	1.7	3.1	5.7	0.9	0.3	0.2	1.9	-0.4	4.0
Cc1ccc(-c2nn(-c3ccccc3)cc2CN(Cc2ccccc2)C(=O)CCC(=O)O)o1	0.7	-1.8	9.6	0.7	-5.6	0.4	13.4	-1.1	2.1
COc1cc(C(=O)OCC(=O)NC(=O)C2CCCCC2)ccc1OC(F)F	3.3	5.1	-0.8	2.0	5.5	12.1	-5.3	2.1	-0.9
CCOC(=O)C(NC(C)=O)(Nc1ccc(F)cc1)C(F)(F)F (stereo unspecified)	4.6	-1.1	1.0	1.7	5.1	0.2	4.9	-0.1	-1.4
COc1ccc(OCCCC(=O)Nc2ccc3c(c2)OCO3)cc1	-2.9	3.3	-4.9	0.9	-6.2	1.3	7.9	0.5	0.6
Cc1ccc(OCC(=O)Nc2ccc(S(=O)(=O)Nc3cc(C)nc(C)n3)cc2)c(C)c1	-0.7	6.8	-17.1	1.4	-9.8	0.4	1.5	-2.0	2.4
COc1cc(/C=N/NC(=O)c2cc(-c3c(C)nn(-c4ccccc4)c3C)n[nH]2)ccc1O	-2.5	9.9	-5.5	4.4	-2.7	1.1	13.1	-1.0	7.6
Cc1cc(O)ccc1N/C=C(\C#N)c1nc2ccccc2o1	-4.5	0.1	-6.2	5.4	-8.6	-0.1	15.1	0.6	2.7
COc1ccc(NC(=O)Cn2nnc(-c3ccccc3F)n2)cc1Cl	-2.0	3.8	-5.4	1.7	-2.5	0.3	5.6	-1.9	-3.0
Cc1ccc(CSc2sc(C(=O)c3ccccc3)c(N)c2C#N)cc1	-3.2	-0.9	2.5	-0.3	-2.9	0.4	14.1	-4.0	5.1
COc1cccc(CSc2nc3nc(C)cc(C)n3n2)c1	-1.1	9.0	-1.3	1.6	-9.3	1.8	11.7	-2.1	7.4
Cc1cc(=O)c2n(Cc3ccccc3Cl)nc[n+]2[nH]1	6.6	-4.6	8.9	-0.1	-2.5	0.7	20.5	-1.7	3.5
COc1cc(-c2nnc(COC(=O)c3nn(CC(C)C)c(=O)c4ccccc34)o2)cc(OC)c1OC	1.7	4.5	-2.2	-1.6	-0.6	-0.5	-8.5	4.1	8.1
NC(Cc1ccc(C(F)(F)F)cc1)c1csc(NC(=O)Nc2ccccc2Oc2ccccc2)n1 (stereo unspecified)	2.1	-1.4	2.3	9.2	15.7	3.1	3.0	2.5	0.0
CCOC(=O)N1CCN(C(=O)c2cccn3c(=O)c4c5c(sc4nc23)CCCC5)CC1	-8.3	-0.1	-4.0	8.9	-5.2	4.0	2.6	0.6	-7.4
COc1ccccc1CN1CCNC(=O)C1CC(=O)NCc1c(C)n[nH]c1C (stereo unspecified)	5.3	-3.5	-6.1	0.8	-10.2	1.3	23.8	0.1	2.7
OCCN1CCN(c2ncnc3c2ncn3[C@H]2CN(Cc3cccnc3)C[C@@H](CO)O2)CC1	-5.6	10.9	-20.8	0.2	26.9*	-0.1	-10.8	-0.5	4.2
CCCCn1c(N)c(N(CCOC)C(=O)c2ccco2)c(=O)[nH]c1=O	-2.7	2.7	-12.7	0.0	-6.0	0.2	-2.6	0.4	6.9
COc1ccc(Cl)cc1S(=O)(=O)N1CCCC(C(=O)NCCc2ccccc2)C1 (stereo unspecified)	1.0	-2.6	-3.1	7.3	-17.2	3.6	26.8	-0.9	-2.1
COc1ccccc1NS(=O)(=O)c1cccc(C(=O)N/N=C(\C)c2cccnc2)c1	-4.3	5.7	-4.3	1.8	13.1	0.3	-13.4	-1.1	-2.1
N#CC(c1ccccc1)N(CCCCl)C(=O)c1ccc(Br)cc1 (stereo unspecified)	-7.1	-0.1	-12.6	1.8	-6.4	1.6	11.2	-8.5	-3.9
COc1cccc(CNC(=O)C2CCN(S(=O)(=O)c3ccc(Br)s3)CC2)c1	-2.2	8.0	11.7	10.8	-9.0	6.8	1.7	-0.9	-4.1
CCC(C)[C@H](NC(=O)N1CCC(C)CC1)C(=O)O (stereo partly specified)	1.4	0.8	1.6	0.3	-13.5	2.3	10.8	3.6	21.8
O=C(Nc1cccc([N+](=O)[O-])c1)NN1CCCCCC1	-20.3	30.2*	11.2	13.8	4.6	4.9	-3.7	6.1	-3.5
